Bioassay records as filed in PubChem.
KCNK3 block – human KCNK3 channel inhibition, primary screen | CHO-KCNK3 thallium flux, FluxOR fluorescence; hits give low values | hit rate 0.84% among 340,000 | B-score at 10 µM | AID 602410 | O14649;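 active = B-score under library mean minus 4 SD, starting fluorescence ratio at most library mean plus 5 SD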;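 also: more negative B-score means stronger inhibition of thallium flux through KCNK3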
RGS4 inh – human RGS4 inhibition; P49798; HEK293 M3R/RGS4 inducible, Fluo-4 calcium flux; hits give high values; triggered by carbachol at its EC20; B-score at 10 µM; hit rate 0.45% among 310,000;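 active = B-score, a plate-corrected calcium signal, over three deviations above library mean, with baseline fluorescence within five deviations of library mean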;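 also: RGS4 expression induced by doxycycline in cells with stable M3 receptor; B-score is computed from the integrated fluorescence ratio over baseline after carbachol; higher B-score means a larger calcium signal and so more RGS4 inhibition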
KCNQ1 act – human KCNQ1 channel potentiation or activation. CHO-K1 KCNQ1, thallium flux FluxOR fluorescence; hits give high values. B-score at 10 µM. hit rate 0.35% among 310,000. P51787;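 active = fluorescence ratio B-score, a plate-corrected score, at least three library SD, with initial intensity B-score within 5 SD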
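Test system: CHO-K1 cells stably expressing KCNQ1 / Medium: assay buffer / Also added: depolarizing K+/Tl+ stimulus, K2SO4 and Tl2SO4 each 12.5 mM in 5x stock / Incubation: 90 min dye loading and 20 min compound exposure, both at room temperature / Signal: thallium influx via FluxOR fluorescence, kinetic imaging / Evaluation: B score of baseline-normalized fluorescence ratio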
hERG rescue – shields human hERG channel from block by proarrhythmic agents; CHO-hERG, FluxOR thallium flux, dofetilide IC70 present; activation (rescue from dofetilide block), less the hit threshold, % at 10 µM; hit rate 0.51% among 310,000; AID 1511;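 active = activation above the mean of controls blocked by dofetilide plus 5 SD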;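 also: thallium influx through hERG after potassium depolarization seen as dye fluorescence rise; in these data hits start at about 4.7%; inactives centre near -7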
Target sequence (Q12809 whole entry, looked up): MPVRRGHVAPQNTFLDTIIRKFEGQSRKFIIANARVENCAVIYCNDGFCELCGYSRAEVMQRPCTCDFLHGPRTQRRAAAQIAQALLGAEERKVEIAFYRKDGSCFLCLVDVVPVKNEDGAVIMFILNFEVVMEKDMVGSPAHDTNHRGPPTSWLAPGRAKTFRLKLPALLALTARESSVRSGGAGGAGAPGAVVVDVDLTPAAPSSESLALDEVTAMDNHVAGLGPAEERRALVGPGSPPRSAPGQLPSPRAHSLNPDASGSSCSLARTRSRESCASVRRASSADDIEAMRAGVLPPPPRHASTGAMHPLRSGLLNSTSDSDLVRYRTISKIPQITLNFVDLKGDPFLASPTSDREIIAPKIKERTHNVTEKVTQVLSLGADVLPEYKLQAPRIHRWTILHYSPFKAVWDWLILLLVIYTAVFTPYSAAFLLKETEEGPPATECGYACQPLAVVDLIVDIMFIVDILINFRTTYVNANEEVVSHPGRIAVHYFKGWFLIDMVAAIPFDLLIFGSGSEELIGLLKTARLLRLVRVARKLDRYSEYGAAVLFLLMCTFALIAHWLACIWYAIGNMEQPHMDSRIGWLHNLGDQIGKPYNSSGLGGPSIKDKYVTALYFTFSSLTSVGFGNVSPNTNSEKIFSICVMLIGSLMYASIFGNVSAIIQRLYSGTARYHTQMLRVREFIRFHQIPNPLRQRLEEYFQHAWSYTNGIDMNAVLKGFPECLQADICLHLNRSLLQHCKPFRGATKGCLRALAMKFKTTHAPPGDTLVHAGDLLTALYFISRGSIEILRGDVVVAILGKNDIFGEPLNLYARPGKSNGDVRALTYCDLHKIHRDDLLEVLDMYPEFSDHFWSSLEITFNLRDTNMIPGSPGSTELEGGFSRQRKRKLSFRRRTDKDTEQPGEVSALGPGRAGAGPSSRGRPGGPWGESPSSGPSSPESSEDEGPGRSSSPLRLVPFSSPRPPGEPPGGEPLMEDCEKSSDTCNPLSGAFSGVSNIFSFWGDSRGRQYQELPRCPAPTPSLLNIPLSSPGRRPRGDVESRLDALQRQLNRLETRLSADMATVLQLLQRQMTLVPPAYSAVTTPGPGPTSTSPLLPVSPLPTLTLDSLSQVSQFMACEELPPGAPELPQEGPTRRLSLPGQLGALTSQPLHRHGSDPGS
SKKanGAS inh – inhibitors of SKKanGAS S. pyogenes growth in kanamycin (SK-promoter or general growth effect); BacTiter-Glo, 6 h; inhibition, % at 7.5 µM; hit rate 1.3% among 300,000; AID 1662;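 active = mean replicate score, as percent of positive control median, at least 50; inconclusive = mean below 50 but one replicate at or above 50; inactive = mean and every replicate below 50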;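 also: strain carries kanamycin resistance gene driven by streptokinase promoter and grows in 40 µg/ml kanamycin; loss of luminescence reflects streptokinase promoter inhibition or plain growth inhibition; 0% = median of DMSO wells and 100% = positive control at its reference dose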
TMEM16A act – activators or potentiators of mouse TMEM16A chloride channel. hit rate 0.3% among 340,000. B-score at 10 µM. Q8BHY3. AID 623877. HEK293 TMEM16A/YFP-H148Q/I152L, iodide quench fluorescence; hits give low values;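 active = fluorescence-ratio B-score plate-corrected deviation score at least 3 library SD below zero, with starting fluorescence score within 5 deviations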;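 also: channel opened by trigger with iodide after compound preincubation; score built on the fluorescence ratio of max minus min over baseline; more negative score means more quench and so TMEM16A activation or potentiation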
TMEM16A inh – blocks the mouse calcium-activated chloride channel TMEM16A. HEK293 TMEM16A/YFP iodide influx fluorescence, ionomycin. normalized B-score (activity score, 25-100; higher = stronger inhibition) at 10 µM. hit rate 1.2% among 310,000;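 active = ratio plate-corrected score three or more library SD toward inhibition, starting fluorescence score within five deviations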;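 also: score derived from kinetic fluorescence span divided by baseline fluorescence per well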
RGS4 pot – potentiators or activators of RGS4 | HEK293 M3R/inducible RGS4, carbachol calcium flux Fluo4; hits give low values | B-score at 10 µM | hit rate 0.92% among 310,000 | AID 463111;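 active = B-score of the integrated calcium signal more than 4 SD below the library mean, with starting fluorescence not abnormally high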;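 also: negative B-score means reduced calcium response which marks RGS4 activation or potentiation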
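System – HEK293 FlpIn-TREx cells, stable M3R, doxycycline-inducible RGS4 · Reagent – ECmax carbachol challenge · Times – compound preincubation 20 min at room temperature before agonist · Technique – Fluo4 fluorescence kinetic imaging of calcium · Measure – B score of integrated Fluo4 ratio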
HDAC3 inhib – blocks human histone deacetylase 3; O15379; inhibition, % at 8.3 µM; hit rate 0.15% among 320,000; recombinant HDAC3, fluorogenic peptide/trypsin coupled, fluorescence; AID 2718; in the data active = inhibition above about 26%, passing the limit was not always enough; inconclusive = no clear call, values can overlap the other calls
KCNK9 inh – inhibitors of human KCNK9 two-pore domain potassium channel; HEK293 KCNK9, FluxOR thallium flux fluorescence; hits give low values; B-score at 10 µM; hit rate 1.2% among 310,000;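 active = ratio B-score over 3 SD below the library mean, with starting fluorescence within 5 SD of its mean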;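 also: negative B-score means less thallium flux so channel inhibition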
KCNQ1 block – inhibitors of human KCNQ1 potassium channel | CHO-K1 KCNQ1, FluxOR thallium flux fluorescence; hits give high values | hit rate 1.3% among 310,000 | B-score at 10 µM;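 active = compounds whose thallium flux B-score, printed positive for inhibition, exceeds three library SD while starting fluorescence stays within three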;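 also: channel opened by potassium depolarization with thallium stimulus after 20 min compound exposure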
An asterisk follows results filed as active; i = inactive; u = inconclusive; x = not tested or not shown.

SMILES	KCNK3 block	RGS4 inh	KCNQ1 act	hERG rescue	SKKanGAS inh	TMEM16A act	TMEM16A inh	RGS4 pot	HDAC3 inhib	KCNK9 inh	KCNQ1 block
O=C(NCCCn1ccnc1)c1cn(Cc2ccc(F)cc2)nn1	i	i	i	-9	-12	i	i	i	-1	i	i
CCCSc1nc2c(c(=O)[nH]c(=O)n2C)n1CC(O)COc1ccccc1 (stereo not given)	i	i	i	-2	-1	i	i	i	5	i	i
O=c1[nH]c2ccccc2n1C1CCCCC1	i	i	i	-17	-12	i	i	i	0	i	i
C=CCSC1=N/C(=C\c2cc(OC)c3c(c2)OCO3)C(=O)S1	i	i	i	-5	-11	i	i	i	11	i	i
Cc1ccccc1NC(=O)CCNS(=O)(=O)c1ccc2c(c1)CCC(=O)N2	i	i	i	-9	-9	i	i	i	-2	i	i
C=CCn1c(SCC(=O)Nc2c(C)n(C)n(-c3ccccc3)c2=O)nc2sc(C)c(-c3ccccc3)c2c1=O	i	i	i	-10	2	i	i	i	0	i	i
CCOc1ccc(CN(C)C(=O)CNC(=O)c2ccccc2)cc1	i	i	i	-4	2	i	i	i	4	i	i
Cc1csc(NS(=O)(=O)c2ccc(Cl)cc2)n1	i	i	i	-8	0	i	i	i	3	i	i
COc1cc(C(=O)OCCCN(C)C)cc(OC)c1OC	i	i	i	-1	1	i	i	i	-3	i	i
Cc1cc(NC(=O)c2ccc([N+](=O)[O-])cc2)no1	i	i	i	-2	1	i	i	i	-3	i	i
Cc1cc(CN(C)C(=O)c2cc(COc3ccc4ncccc4c3)on2)on1	i	i	i	-25	5	i	i	i	-13	i	i
Oc1ccc(N=Cc2cc(Br)c(N3CCOCC3)o2)cc1	i	i	i	-10	0	i	i	i	-8	i	i
Cc1ccc(NC(=O)CN(C)C(=O)COC(=O)C(C)(C)Oc2ccc(Cl)cc2)cc1	i	i	i	-5	0	i	i	i	10	i	i
O=C(CCCc1nc2ccccc2s1)NCc1cccnc1	i	i	i	-4	-13	i	i	i	1	i	i
COC(=O)C1CCN(c2cc(=O)n(-c3ccc(OC)cc3)c(=O)[nH]2)CC1	i	i	i	-7	-3	i	i	i	-4	i	i
COc1ccc(C(=O)OCn2nnc3ccccc3c2=O)cc1OC	i	i	i	-3	-7	i	i	i	4	i	i
O=S(=O)(c1cc(Cl)ccc1Cl)n1cccn1	i	i	i	-7	-2	i	i	i	10	i	i
CC(=O)Nc1ccc(NC(=O)CCCc2c[nH]c3ccccc23)cc1	i	i	i	-5	-22	i	i	i	-1	i	i
CCOc1ccc(C2c3c(oc4ccccc4c3=O)C(=O)N2CCCN2CCOCC2)cc1OCC (stereo not given)	i	i	i	-6	0	i	i	i	2	i	i
COC(=O)CN(Cc1ccco1)S(=O)(=O)c1ccccc1	i	i	i	-5	2	i	i	i	0	i	i
COCc1cc(C)nc2sc3c(=O)oc(C)nc3c12	i	i	i	-1	4	i	i	i	7	i	i
O=c1[nH]c2sc3c(c2c2nncn12)CCCC3	i	i	i	-12	9	i	i	i	-4	i	i
CC1CC(C)CN(CCCNC(=O)c2ccc3c(c2)NC(=O)C(N2CCCCC2)S3)C1 (stereo not given)	i	i	i	-9	-5	i	i	i	-6	i	i
C=CCNC(=O)C1CC(=O)N(c2ccc(OCc3ccccc3Cl)cc2)C1 (stereo not given)	i	i	i	-4	1	i	i	i	-2	i	i
COC(=O)C1CCN(C(=O)C2CCC(=O)N(CCc3cccc(F)c3)C2)CC1 (stereo not given)	i	i	i	-7	-4	i	i	i	-12	i	i
Cc1ccccc1NC(=S)N(CCCN1CCOCC1)Cc1ccccn1	i	i	i	-2	-3	i	i	i	4	i	i
CCOC(=O)C1(CCOc2ccccc2)CCN(Cc2cccc(OC)c2OC)CC1	i	i	i	-10	-4	i	i	i	-1	i	i
O=C(CCC1CCCN(C(=O)c2ccccc2Cl)C1)N1CCN(c2ccccn2)CC1 (stereo not given)	i	i	i	-12	-1	i	i	i	-5	i	i
Brc1ccc(-c2csc(NNC3=NCCCCC3)n2)cc1	i	i	i	-8	2	i	i	i	5	i	i
COc1ccc(CNS(=O)(=O)c2ccccc2Br)cc1	x	i	i	-7	2	x	i	i	-2	i	i
O=C(CSc1ccc2nnc(CCNC(=O)c3ccccc3)n2n1)NCc1ccccc1	i	i	i	-7	1	i	i	i	3	i	i
CC1=C(C(=O)OCc2ccccc2)C(c2ccc3ccccc3c2)NC(=O)N1CCCC(=O)O (stereo not given)	i	i	i	-5	25	i	i	i	0	i	i
CCCOc1ccc2c(CC)cc(=O)oc2c1C	i	i	i	-6	-3	i	i	i	-13	i	i
CCOCCCNC(=O)C1CCN(S(=O)(=O)c2cc(Br)cc3c2N(C(=O)CC)CC3)CC1	i	i	i	-8	0	i	i	i	1	i	i
COc1ccc(S(=O)(=O)NC(C)C(=O)O)cc1 (stereo not given)	i	i	i	-5	1	i	i	i	-3	i	i
COc1ccccc1C1CCN(C(=O)c2ccccc2)CC1	i	i	i	-9	8	i	i	i	-2	i	i

Three structures out of the list, sorted by SMILES length, smallest number first.
SMILES	KCNK3 block	RGS4 inh	KCNQ1 act	hERG rescue	SKKanGAS inh	TMEM16A act	TMEM16A inh	RGS4 pot	HDAC3 inhib	KCNK9 inh	KCNQ1 block
CCCOc1ccc2c(CC)cc(=O)oc2c1C	i	i	i	-6	-3	i	i	i	-13	i	i
COc1ccc(S(=O)(=O)NC(C)C(=O)O)cc1 (stereo not given)	i	i	i	-5	1	i	i	i	-3	i	i
CCOCCCNC(=O)C1CCN(S(=O)(=O)c2cc(Br)cc3c2N(C(=O)CC)CC3)CC1	i	i	i	-8	0	i	i	i	1	i	i

(listing goes on)
SMILES	KCNK3 block	RGS4 inh	KCNQ1 act	hERG rescue	SKKanGAS inh	TMEM16A act	TMEM16A inh	RGS4 pot	HDAC3 inhib	KCNK9 inh	KCNQ1 block
C=CCN1C(=O)c2ccc(C(=O)Nc3ccccn3)cc2C1=O	i	i	i	-15	14	i	i	i	-1	i	i
COc1cc(C(=O)NCc2nnc(SCC(=O)N3CCc4ccccc43)o2)cc(OC)c1OC	i	i	i	-5	-1	i	i	i	0	i	i
CC/C(C)=N/NC(=O)c1[nH]c2ccc(C)cc2c1-c1ccccc1	i	i	i	5.5*	5	i	i	i	2	i	i
O=C(NCCCN=C1NS(=O)(=O)c2ccccc21)c1ccc(S(=O)(=O)N2CCCCC2)cc1	i	i	i	-14	4	i	i	i	4	i	i
COC(=O)N/N=C/c1ccc(/C=N/NC(=O)OC)cc1	i	i	i	-6	-11	i	i	i	8	i	i
CCCc1nnc(NC(=O)c2cccc(OC)c2)s1	i	i	i	-11	-7	i	i	i	2	i	i
COc1ccc(CNC(=O)CN(C(=O)c2csnn2)c2cccc3ccccc23)cc1	i	i	i	-6	2	i	i	i	6	i	i
O=C(Nc1nc2ccccc2s1)C1CC(=O)N(c2ccc(Cl)cc2)C1 (stereo not given)	i	i	i	-5	24	i	i	i	5	i	i
COc1ccc(-c2nc3oc4cc(OC)ccc4c(=O)c3c(=O)n2Cc2ccco2)cc1	i	i	i	-7	19	i	i	i	-9	i	i
Cc1csc(NC(=O)c2sccc2C)n1	i	i	i	-4	13	i	i	i	u	i	i
c1ccc2c(c1)CCc1c-2nc2ccccc2c1N1CCOCC1	i	i	i	-9	-1	i	i	i	-9	i	i
CCOC(=O)N1CCN(CCC(=O)c2ccc(OC)cc2)CC1	i	i	i	-20	-7	i	i	i	1	i	i
CCOC(=O)CSc1nc2ccccc2n1CC(=O)NC(C)(C)C	i	i	i	-7	1	i	i	i	4	i	i
COc1ccc(/C=C/C(=O)C(C(N)=O)=C2SCCS2)cc1	i	i	i	-5	3	i	i	i	2	i	i
Cc1sc2nc(CSc3ccccc3)nc(N3CCN(C)CC3)c2c1C	i	i	i	-19	-1	i	i	i	2	i	i
Cc1cccn2c(=O)nc(SCC(=O)Nc3ccc4c(c3)OCO4)nc12	i	i	i	-8	3	i	i	i	3	i	i
N#Cc1ccccc1NC(=O)C(=O)NCCCN1CCCC1=O	i	i	i	-10	1	i	i	i	1	i	i
N#Cc1ccc(COC(=O)CSc2nnc(C3CCCCC3)n2N)cc1	i	i	i	-9	6	i	i	i	-13	i	i
CN(C)CCNc1oc(COc2cccc(Cl)c2)nc1C#N	i	i	i	-7	-18	i	i	i	-3	i	i
Cc1cc2nnc(SCC(=O)Nc3ccc(Cl)cc3)n2c(N)n1	i	i	i	-1	-7	i	i	i	2	i	i
COc1cc(C2C(C#N)=C(N)Oc3n[nH]c(C)c32)cc2c1OCO2 (stereo not given)	i	i	i	-9	1	i	i	i	-3	i	i
C#CCNC(=O)c1cc2sccc2n1C	i	i	i	-2	0	i	i	i	-2	i	i
Cc1ccc(N2CC(C(=O)Nc3nnc(SCCN4CCOCC4)s3)CC2=O)cc1 (stereo not given)	i	i	i	-8	-2	i	i	i	-10	i	i
Cc1c(-c2ccccc2)nnn1-c1ccc(F)cc1F	i	i	i	-6	8	i	i	i	7	i	i
C/C(=C\c1ccco1)CN1CCC(N2CCC(C(=O)N3CCOCC3)CC2)CC1	i	i	i	-16	-5	i	i	i	10	i	i
O=C(Cc1ccccc1)Nc1ccccc1N1CCN(c2ccccc2)CC1	-8.7*	i	i	-10	3	i	i	i	-4	i	i
Cn1cc(Br)c(C(=O)NC2C3CC4CC(C3)CC2C4)n1 (stereo not given)	i	i	i	-14	4	i	i	i	-3	i	i
O=C(O)c1cc2c(s1)CCCC2	i	i	i	-3	0	i	i	i	2	i	i
Cc1cc(=O)n2[nH]c(SCc3ccccc3)nc2n1	i	i	i	-2	-9	i	i	i	-5	i	i
COc1cnc(-c2ccccn2)nc1Oc1cccc(Cl)c1	i	i	i	-3	-10	i	i	i	-7	i	i
Cc1ccc(NC(=O)C(C)c2ccc([N+](=O)[O-])cc2)cc1Cl (stereo not given)	i	i	i	-9	-6	i	i	i	6	i	i
O=C(CSc1ccsc1[N+](=O)[O-])NC1CCCC1	i	i	i	-11	5	i	i	i	-2	i	i
COc1cc(/C=C(\C#N)C(=O)Nc2ccc(C(=O)O)cc2)ccc1OC(=O)c1cccc(F)c1	i	i	i	-6	4	i	i	i	-4	i	i
COc1ccccc1/C=C/C(=O)OC(C)CN1CCOCC1 (stereo not given)	i	i	i	-18	6	i	i	i	1	i	i
